# IL1B NFkB pot – enhances IL-1B driven NFkB nuclear translocation; HUVEC IL-1B NFkB p65 nuclear translocation imaging; activation, % at 2 µM; 94,000 compounds, 0.3% hits;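 active = activation above 40%, about the mean plus 3 SD, also judged a hit on visual image review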;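 note: percent activation is computed from the nuclear over cytoplasmic p65 intensity ratio; values of inactives mirror those of a sister screen read the other way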
# Bcl-B displacement – displacers of TR3 peptide from Bcl-B, primary screen, selectivity assay for Bfl-1 inhibitor project, biochemical, fluorescence polarization. FP displacement of FITC-TR3 peptide from Bcl-B; higher % means a stronger effect. displacement, % at 20 µM; hits with a dose series show IC50 in µM. 96,000 compounds, 0.11% hits;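 active = displacement above 50% at 20 µM plus a fluorescence interference ratio under 1.5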;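 note: plate controls were wells without compound for no effect and wells lacking Bcl-B protein for full effect; a part of the inactive calls stands beside numbers as strong as those of hits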
# MRP reversal – reverses drug resistance mediated by MRP; 85,000 compounds, 0.04% hits; H69AR cells + 2 uM doxorubicin, CellTiter-Glo, 72 h; differential viability (reversal), % at 10 µM; AID 602;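 active = viability drop by adding the cancer drug above about 55%, with treated viability meeting a 40% cutoff, limit read from the data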;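 note: viability without doxorubicin minus viability with 2 µM doxorubicin for each compound; larger differential means the compound sensitizes cells more to doxorubicin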
# PLAP inhibition – PLAP enzyme inhibitors, biochemical, luminescence, HTS (AID 690) | inhibition, % at 20 µM, or IC50 in µM where a hit was titrated | 96,000 compounds, 0.08% hits | purified PLAP, luminescent substrate; higher % means a stronger effect; in the data active = a potency from the dose series; inactive = the rest, 99 in 100 with inhibition below about 30%; note: strong numbers were not always called active
# NFkB transloc inh – blocks IL-1B driven NFkB nuclear translocation in HUVEC cells. HUVEC IL-1B NFkB p65 nuclear translocation imaging. inhibition, % at 2 µM. 94,000 compounds, 0.43% hits. AID 796;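 active = inhibition above about 30% together with a positive call from visual inspection of the well image, limit read from the data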;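 note: nuclear over cytoplasmic p65 intensity ratio measured by imaging; 0% = IL-1B stimulated DMSO wells and 100% = unstimulated DMSO wells; values of inactives mirror those of a sister screen read the other way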
# MRP reversal cytotoxicity – second read-out of MRP reversal, no call of its own (marks repeat the call); viability, %; H69AR cells, CellTiter-Glo, 72 h; measured here: cytotoxicity without doxorubicin
# MRP reversal with doxorubicin – further read-out of MRP reversal, marked with its call; viability, %; measured here: viability with 2 uM doxorubicin; hits give low values
# NFkB transloc inh cell count 2 µM – second read-out of NFkB transloc inh, no call of its own (marks repeat the call); cell count; measured here: cells passing quality filter;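 raw number of nuclei counted in each imaged well without normalization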
# IL1B NFkB pot cell count 2 µM – second read-out of IL1B NFkB pot, no call of its own (marks repeat the call); cell count; measured here: cells passing quality filter
# * marks the source's active call; other numbers are inactive results; x = not tested or not shown. These rows are one share of the data (hit frequency here may not be typical).
SMILES,IL1B NFkB pot,IL1B NFkB pot cell count 2 µM,Bcl-B displacement,MRP reversal,MRP reversal cytotoxicity,MRP reversal with doxorubicin,PLAP inhibition,NFkB transloc inh,NFkB transloc inh cell count 2 µM
O=C(OCC(=O)c1ccc(Cl)cc1Cl)c1ccc2c(c1)C(=O)N(c1cccc3ncccc13)C2=O,-3,106,-9%,x,x,x,-3%,3,106
Cc1ccc(S(=O)(=O)N2CCOCC2)cc1C(=O)OCC(=O)N1CCc2ccccc2C1,-1,161,-12%,0,81,80,-65%,1,161
CCCOc1cccc(C2/C(=C(/O)c3ccncc3)C(=O)C(=O)N2CCCN(C)C)c1 (stereo unspecified),x,x,7%,-4,91,96,12%,x,x
Cc1ccc(S(=O)(=O)N2CC3(C)CN(S(=O)(=O)c4ccc(C)cc4)CC(C)(C2)C3)cc1,0,155,-4%,-6,100,105,14%,0,155
Oc1cc2ccccc2cc1-c1nnc2n1-c1ccccc1SC2,39,173,3%,x,x,x,-4%,-39,173
CC(=O)c1cc(CC=C(C)C)c(O)cc1O,3,142,-2%,x,x,x,-1%,-3,142
CCOC(=O)c1ccc(NC(=O)c2ccc(NC(=O)c3ccccc3)cc2)cc1,-3,171,2%,x,x,x,25%,3,171
CC(C)CCN1CC(C(=O)NCc2ccc(F)cc2)CC1=O (stereo unspecified),x,x,-7%,-7,88,95,2%,x,x
CCCNC(=O)C(CC)NS(=O)(=O)c1ccc(OC)cc1 (stereo unspecified),-7,112,3%,x,x,x,7%,7,112
O=C1NN(c2ccccc2)C(=O)/C1=C\c1cccn1-c1ccc(Cl)c([N+](=O)[O-])c1,17,88,-2%,0,75,74,5%,-17,88
Cc1cc(=O)[nH]c(S/C=C/c2ccccc2)n1,14,150,-1%,-10,89,100,7%,-14,150
COc1ccc(N2CCN(C(=O)c3ccc(NS(=O)(=O)c4ccccc4)cc3)CC2)cc1,-10,153,x,3,88,85,x,10,153
COc1cc(OC)cc(C(=O)NCc2n[nH]c(=S)n2-c2ccccc2)c1,3,129,-2%,-1,92,93,-5%,-3,129
CC(=O)NCCC(=O)Nc1cc(F)ccc1C,10,172,9%,-4,101,105,20%,-10,172
Cc1nnc(SCC(=O)c2ccc(S(=O)(=O)N3CCOCC3)cc2)n1-c1ccccc1,-7,124,-4%,-10,77,87,-39%,7,124
Cc1nnc(C)c2c(C)n(C(c3ccccc3)c3ccccc3)c(C)c12,2,119,-9%,2,26,24,-43%,-2,119
O=C(c1ccc2ccccc2c1)N1CCN(c2ccc(C(F)(F)F)cn2)CC1,1,101,-14%,0,60,61,-3%,-1,101
O=C(O)c1cc2cc(Cl)cc(Cl)c2oc1=O,13,85,2%,-12,97,109,-23%,-13,85
CCC(C)N1CC(C(=O)O)CC1=O (stereo unspecified),26,158,-2%,-3,98,101,18%,-26,158
CCCCN(C)Cc1c(C)[nH]c2ccc(OCC)cc2c1=O,x,x,1%,5,89,84,12%,x,x
O=C(NCc1ccco1)c1cc(-c2cccnc2)nc2ccc(Cl)cc12,18,119,-5%,17,68,52,-32%,-18,119
CC1CCN(CCC(=O)Nc2ccc(Br)cc2)CC1,-6,132,x,13,94,81,x,6,132
Cc1ccccc1NS(=O)(=O)c1cccc(-c2nnc(-c3ccccc3)o2)c1,4,105,-1%,8,100,92,-16%,-4,105
O=C(CN1C(=O)c2ccccc2S1(=O)=O)Nc1ccc(S(=O)(=O)N2CCCCCC2)cc1,10,136,-21%,-10,94,104,-16%,-10,136
O=C(Oc1ccc2c(-c3ccccc3)cc(=O)oc2c1)C1CCCCC1,12,119,-9%,x,x,x,-16%,-12,119

# In a second layout: results already given
CCCOc1cccc(C2/C(=C(/O)c3ccncc3)C(=O)C(=O)N2CCCN(C)C)c1 (stereo unspecified)
  IL1B NFkB pot: x; IL1B NFkB pot cell count 2 µM: x; Bcl-B displacement: 7%; MRP reversal: -4; MRP reversal cytotoxicity: 91; MRP reversal with doxorubicin: 96; PLAP inhibition: 12%; NFkB transloc inh: x; NFkB transloc inh cell count 2 µM: x

O=C(OCC(=O)c1ccc(Cl)cc1Cl)c1ccc2c(c1)C(=O)N(c1cccc3ncccc13)C2=O
  IL1B NFkB pot: -3; IL1B NFkB pot cell count 2 µM: 106; Bcl-B displacement: -9%; MRP reversal: x; MRP reversal cytotoxicity: x; MRP reversal with doxorubicin: x; PLAP inhibition: -3%; NFkB transloc inh: 3; NFkB transloc inh cell count 2 µM: 106

# Further structures follow.
SMILES,IL1B NFkB pot,IL1B NFkB pot cell count 2 µM,Bcl-B displacement,MRP reversal,MRP reversal cytotoxicity,MRP reversal with doxorubicin,PLAP inhibition,NFkB transloc inh,NFkB transloc inh cell count 2 µM
CCOC(=O)c1ccccc1NC(=O)Cn1c(-c2nonc2N)nc2ccccc21,x,x,-18%,-28,27,55,-34%,x,x
Cc1nc2c(-c3ccccc3)c(C)nn2c(C)c1CCC(=O)O,5,68,-2%,-7,74,82,-43%,-5,68
CCOc1ccc(/C=N/NC(=O)c2ccc(Cn3cc([N+](=O)[O-])cn3)o2)cc1,33,153,-7%,x,x,x,6%,-33,153
C=CCN1C(=O)[C@]2(c3ccccc31)C1CCCC=C1C(C#N)=C(N)C2(C#N)C#N (stereo partly specified),14,166,6%,9,86,77,5%,-14,166
Cc1ccc(NC(=O)CSc2ncc(-c3ccccc3)n2C(=O)c2ccccc2)cc1,5,142,4%,x,x,x,8%,-5,142
CCC1CCCCN1CCCNC(=O)C1CCC(Cn2c(=O)[nH]c3ccccc3c2=O)CC1 (stereo unspecified),8,161,-1%,-2,77,79,-41%,-8,161
CC(C)c1ccc(NC(=O)C(c2ccccc2)N2CCN(C=O)CC2)cc1 (stereo unspecified),1,102,-9%,-3,95,97,-42%,-1,102
CC(=O)NC1=NN(C(C)=O)C(C)(c2ccccc2)S1 (stereo unspecified),11,123,3%,x,x,x,9%,-11,123
Cc1ccc(Cl)cc1NC(=O)CC1NCCNC1=O (stereo unspecified),-9,85,x,-4,88,91,x,9,85
Cc1ccc(-c2[nH]nc3c2C(c2ccsc2)C(C#N)=C(N)O3)cc1 (stereo unspecified),15,153,13%,-10,64,74,9%,-15,153
CN1c2cccc3cccc(c23)N(C)C1(C)C,7,150,7%,10,102,92,-30%,-7,150
Cc1ccc(-n2c(C)nnc2SCC(=O)Nc2ccccc2)cc1,-5,122,x,8,103,96,x,6,122
COc1ccccc1N1CCN(S(=O)(=O)c2cccs2)CC1,-4,170,-2%,4,93,89,14%,4,170
Cc1cc(N)n(-c2ccccc2)n1,8,130,-4%,x,x,x,18%,-8,130
COc1ccccc1-c1nc(SCc2ccccn2)n[nH]1,x,x,5%,0,79,79,-76%,x,x
COc1cc(OC)c(C2CC(=O)N3CN(c4ccccc4)CSC3=C2C#N)cc1OC (stereo unspecified),12,128,-8%,22,100,77,-19%,-12,128
Cc1cc(=O)[nH]c(N=N/C(=N/Nc2ccc(O)cc2)c2ccccc2)n1,2,169,12%,-13,32,45,-32%,-2,169
Cc1oc2c(CN(C)C)c(O)ccc2c(=O)c1-c1ccc2ccccc2n1,16,123,-6%,3,85,82,-20%,-16,123
Cc1ccc(N2C(=O)NC3(CCCCC3)C2=O)cc1,x,x,1%,7,104,97,-1%,x,x
OCCN1CCN(Cc2cccc(Oc3ccc(Cl)cc3)c2)CC1,4,154,2%,4,82,77,-65%,-4,154
COc1ccccc1N1CCN(Cc2nnnn2CCc2ccccc2)CC1,13,178,10%,5,102,97,-78%,-13,178
O=c1c2ccccc2nc(N/N=C/c2ccccc2)n1O,-2,151,12%,-17,46,63,-12%,2,151
COC(=O)CCCCCC(CCC(=O)OC)NC(C)=O (stereo unspecified),-14,181,5%,-7,98,104,-2%,14,181
CC(=O)Nc1ccc2c(c1)OCCOCCOc1cc(NC(C)=O)ccc1OCCOCCOCCO2,8,170,-8%,x,x,x,-4%,-8,170
COCCNC(=S)NNC(=O)c1ccco1,-2,203,10%,-11,94,105,-106%,2,203

# Part of the list above, reduced to IL1B NFkB pot and NFkB transloc inh:
structure	IL1B NFkB pot	NFkB transloc inh
COc1ccccc1N1CCN(Cc2nnnn2CCc2ccccc2)CC1	13	-13
O=c1c2ccccc2nc(N/N=C/c2ccccc2)n1O	-2	2
COC(=O)CCCCCC(CCC(=O)OC)NC(C)=O (stereo unspecified)	-14	14
CC(=O)Nc1ccc2c(c1)OCCOCCOc1cc(NC(C)=O)ccc1OCCOCCOCCO2	8	-8

# Remaining list, next part.
SMILES,IL1B NFkB pot,IL1B NFkB pot cell count 2 µM,Bcl-B displacement,MRP reversal,MRP reversal cytotoxicity,MRP reversal with doxorubicin,PLAP inhibition,NFkB transloc inh,NFkB transloc inh cell count 2 µM
CCCCOc1ccc(C(=O)Nc2ccc(N3CCN(C(=O)C(C)C)CC3)cc2)cc1,30,129,-8%,18,85,67,8%,-30,129
CC(=O)Nc1cc(S(=O)(=O)Nc2ccc(C)cc2)c(C)cc1C,15,118,-1%,x,x,x,9%,-15,118
Cc1ccc(Cl)cc1NC(=O)N[C@@H](C)C(=O)O,-3,190,-6%,x,x,x,5%,3,190
COc1cccc(OC)c1NC(=O)CN1CCC(NC(=O)c2cccc(F)c2)CC1,-2,119,x,13,97,84,x,2,119
COc1ccc(CNC(=O)COC(=O)c2c(-c3c(F)cccc3Cl)noc2C)cc1OC,7,160,1%,-11,63,74,-48%,-7,160
Cc1nnc(SCC(=O)Nc2ncc3c(n2)CCCC3=O)s1,2,150,-7%,-10,79,89,11%,-2,150
COc1ccc2c(c1)c1c(n2C(C)=O)C(OC(C)=O)=NCC1,8,141,-1%,-1,92,92,8%,-8,141
Cn1c(CCN2CCCCC2)nc2cc(NS(=O)(=O)c3ccc(F)cc3)ccc21,x,x,2%,-24,22,46,-38%,x,x
CCCCOC(=O)c1[nH]c(C)c(C(=O)OC)c1C,-8,134,3%,10,105,96,21%,8,134
CCOc1ccc(S(=O)(=O)NCC2CCCO2)c2cccnc12 (stereo unspecified),7,78,-7%,25,103,79,1%,-7,78
CCOC(=O)c1c(NC(=O)c2ccc(N3CCOCC3)c([N+](=O)[O-])c2)sc(C)c1C,1,140,0%,x,x,x,13%,-2,140
O=C1c2ccccc2CCC12N=NCC2c1ccc(Cl)cc1 (stereo unspecified),11,54,7%,-3,87,90,0%,-11,54
COCCn1c(=S)[nH]c2cc(OC)c(OC)cc2c1=O,-6,134,3%,5,77,73,6%,6,134
CC(NC(=O)c1ccc2c(c1)OCCO2)C(=O)O (stereo unspecified),23,95,6%,0,101,101,-9%,-23,95
Cn1nnnc1SCC(=O)Nc1ccc(Cl)cc1Cl,4,90,-3%,-3,99,102,15%,-4,90
Cc1cc(NC(=O)CSc2nnc3c(C)cc4cc(C)c(C)cc4n23)no1,-5,66,-55%,-13,61,75,8%,5,66
CCOC(=O)C1=C(C)NC(=O)NC1c1ccc(OCC(=O)Nc2ccccc2)c(OC)c1 (stereo unspecified),-7,52,4%,x,x,x,-47%,7,52
CC12CCC(C(=O)N(NC(=O)c3cc(Cl)ccc3O)C1=O)C2(C)C (stereo unspecified),-20,181,-3%,x,x,x,6%,20,181
Cc1cc(=O)n(C)c(=O)n1CCCCCN1CCCC1,5,168,-9%,-11,89,100,4%,-5,168
CCN(CC)C(=O)CSc1ncnc2c(-c3cccs3)nsc12,6,170,2%,-12,41,53,5%,-6,170
CN(C)CCCNC1CS(=O)(=O)CC1O (stereo unspecified),-11,69,10%,-1,88,89,21%,11,69
O=C(O)CC(NS(=O)(=O)c1cccc2nsnc12)c1ccc(F)cc1 (stereo unspecified),10,111,-1%,14,109,95,-16%,-10,111
COc1ccc(CCNC(=O)CN2CCN(c3cccc(C(F)(F)F)c3)CC2)cc1,-13,157,0%,x,x,x,-47%,12,157
CC1=CC(c2ccccc2)n2nc(N3C(=O)CCC3=O)nc2N1 (stereo unspecified),5,126,x,3,96,93,x,-5,126
Cc1[nH]cnc1CSCCN,-5,143,1%,-11,83,94,-29%,6,143
CCOc1nc(NCCN2CCOCC2)nc(NC(C)C)n1,2,100,x,2,90,88,x,-2,100
O=C(CN1CCOCC1)Nc1c2c(nc3ccccc13)N(Cc1ccccc1)CC2,x,x,0%,9,83,73,-41%,x,x
CCOC(=O)N1CCC(NC(=O)C2=C(C)C(=O)OC23CCC(C)CC3)CC1 (stereo unspecified),-19,71,x,x,x,x,x,19,71
O=C(CSc1nc(-c2ccncc2)nn1CC(=O)N1CCCCC1)NC1CCCC1,2,128,-9%,-10,82,92,4%,-2,128
